Source: PubChem BioAssay (several laboratories)
S1P4 agonist = agonists of human S1P4 receptor; hit rate 0.35% among 220,000; activation, % at 4.98 µM; S1P4-expressing cell line, agonist reporter assay; in the data active = activation above about 11%;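 also: 0% = DMSO vehicle and 100% = reference agonist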
Ba/F3 V617F tox = reduce viability of Ba/F3 cells dependent on JAK2V617F. Ba/F3 EpoR-JAK2V617F viability, ATP luminescence. inhibition, % at 5.6 µM. hit rate 1.1% among 220,000;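 active = inhibition above the campaign mean plus 3 SD over all tested compounds, cut at about 24% in these data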;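 also: cytokine-independent growth of Ba/F3 cells driven by EpoR plus mutant JAK2; 0% = DMSO-treated cells and 100% = JAK inhibitor I control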
BaF3 parental = reduces parental Ba/F3 cell viability, JAK2V617F counter-screen | AID 1486 | CellTiter-Glo ATP luminescence | hit rate 1.1% among 220,000 | inhibition, % at 5.6 µM;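 active = inhibition above a per-campaign cutoff, the mean inhibition of all tested compounds plus 3 SD, cut at about 27% in these data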;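 also: 0% = DMSO wells and 100% = JAK Inhibitor I control wells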
PERK inh = inhibitors of human PERK kinase; AID 1416; Q9NZJ5; hit rate 0.17% among 220,000; inhibition, % at 5.6 µM; CHO PERK-DD fusion, SEAP luminescence translation reporter;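 active = inhibition above the mean inhibition of all tested compounds plus 3 SD, set separately per screening campaign, cut at about 2.9% in these data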;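 also: PERK kinase domain activated by AP20187 dimerizer at 100 nM; 0% = DMSO with dimerizer and 100% = rapamycin at 8.4 µM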
NPY2 pot ag = potentiators or agonists of human neuropeptide Y receptor Y2; P49146; hit rate 0.45% among 220,000; activation, % at 3.6 µM; cells expressing NPY-Y2, potentiator/agonist read-out; AID 1359; in the data active = activation above about 27%;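 also: cells stimulated with NPY near EC25 plus isoproterenol at EC100; 0% = vehicle plus submaximal agonist and 100% = vehicle plus saturating agonist; some results beyond the cut were filed as inactive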
eIF4E-4G inh = blocks eIF4E binding to eIF4G; P63073+Q04637; TR-FRET eIF4E-eIF4GI(517-606) binding, 2 h; inhibition, % at 21.7 µM; hit rate 0.37% among 220,000; AID 782;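 active = inhibition above about 30%, limit read from the data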;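 also: 0% = full FRET control wells and 100% = background wells lacking eIF4GI fragment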
Target sequence (P63073 whole entry, looked up, the tested form may be a part): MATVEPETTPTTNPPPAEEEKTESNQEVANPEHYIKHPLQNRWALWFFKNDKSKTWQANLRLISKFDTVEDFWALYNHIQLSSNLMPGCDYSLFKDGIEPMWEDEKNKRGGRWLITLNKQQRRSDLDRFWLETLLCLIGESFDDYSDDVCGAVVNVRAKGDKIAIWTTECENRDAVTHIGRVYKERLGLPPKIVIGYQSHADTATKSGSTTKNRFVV
Target sequence (Q04637 whole entry, looked up, the tested form may be a part): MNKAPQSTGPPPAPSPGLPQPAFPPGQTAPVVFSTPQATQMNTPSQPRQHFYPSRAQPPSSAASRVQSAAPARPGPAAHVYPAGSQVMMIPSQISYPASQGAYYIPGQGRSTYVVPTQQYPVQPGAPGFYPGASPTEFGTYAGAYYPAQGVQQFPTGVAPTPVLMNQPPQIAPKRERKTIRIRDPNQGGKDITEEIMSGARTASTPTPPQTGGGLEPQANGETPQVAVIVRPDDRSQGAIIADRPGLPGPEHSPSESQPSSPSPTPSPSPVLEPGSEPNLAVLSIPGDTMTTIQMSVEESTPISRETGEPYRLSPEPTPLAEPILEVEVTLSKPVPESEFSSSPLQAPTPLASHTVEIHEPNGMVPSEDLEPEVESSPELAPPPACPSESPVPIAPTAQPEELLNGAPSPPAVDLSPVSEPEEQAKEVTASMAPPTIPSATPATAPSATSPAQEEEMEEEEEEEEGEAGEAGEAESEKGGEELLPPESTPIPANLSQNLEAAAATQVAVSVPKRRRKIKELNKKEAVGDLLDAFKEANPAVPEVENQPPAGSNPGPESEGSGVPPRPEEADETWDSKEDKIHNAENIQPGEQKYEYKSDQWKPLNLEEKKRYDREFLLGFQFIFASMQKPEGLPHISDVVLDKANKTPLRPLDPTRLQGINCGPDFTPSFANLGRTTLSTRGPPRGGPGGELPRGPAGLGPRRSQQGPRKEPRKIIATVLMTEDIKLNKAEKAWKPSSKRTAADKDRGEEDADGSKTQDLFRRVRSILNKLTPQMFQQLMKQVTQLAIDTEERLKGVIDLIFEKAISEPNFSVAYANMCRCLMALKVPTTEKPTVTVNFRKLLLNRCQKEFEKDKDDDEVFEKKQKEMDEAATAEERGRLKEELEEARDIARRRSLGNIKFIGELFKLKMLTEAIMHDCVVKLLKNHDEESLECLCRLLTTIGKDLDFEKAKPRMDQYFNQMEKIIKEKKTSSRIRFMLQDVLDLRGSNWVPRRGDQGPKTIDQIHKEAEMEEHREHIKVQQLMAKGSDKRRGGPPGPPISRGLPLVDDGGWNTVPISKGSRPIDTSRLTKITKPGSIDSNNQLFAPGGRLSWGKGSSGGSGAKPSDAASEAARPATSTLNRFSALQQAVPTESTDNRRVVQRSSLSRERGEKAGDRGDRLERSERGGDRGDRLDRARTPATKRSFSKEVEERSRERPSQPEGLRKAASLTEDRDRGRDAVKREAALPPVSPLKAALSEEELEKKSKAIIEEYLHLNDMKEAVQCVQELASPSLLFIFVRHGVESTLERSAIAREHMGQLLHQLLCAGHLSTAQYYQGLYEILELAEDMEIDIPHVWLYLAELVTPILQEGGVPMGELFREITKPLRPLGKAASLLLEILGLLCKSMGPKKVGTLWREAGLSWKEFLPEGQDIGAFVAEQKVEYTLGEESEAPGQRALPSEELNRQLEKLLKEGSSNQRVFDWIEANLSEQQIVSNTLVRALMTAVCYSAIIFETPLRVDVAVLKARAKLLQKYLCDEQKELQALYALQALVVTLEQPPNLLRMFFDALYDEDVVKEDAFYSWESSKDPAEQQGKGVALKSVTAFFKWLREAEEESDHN
Wee1 stabilizer = human Wee1 degradation inhibition, primary screen. AID 1321. reporter increase, % at 5 µM. HeLa Luc-Wee1K328M stability, luciferase luminescence; 100% = proteasome inhibitor MG132 effect. hit rate 1.2% among 220,000. P30291;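 active = activation above the mean of all tested compounds plus 3 SD, set per screening run, cut at about 8.8% in these data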;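 also: cells exposed to compound for 20 h before luminescence read; 0% = DMSO alone and 100% = MG132 at 30 µM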
S1P4 antagonist = antagonists of human S1P4 receptor; O95977; S1P4-expressing cells, antagonist mode, reporter read-out; inhibition, % at 4.98 µM; hit rate 0.26% among 220,000; in the data active = inhibition above about 29%;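 also: 0% = wells stimulated with agonist and 100% = vehicle wells without agonist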
MDM2 E3 inh = blocks human Mdm2 ubiquitin ligase activity; Q00987; cell-based MDM2 ubiquitination luciferase reporter, 2 h; 0 = plate control, 100 = twice control, blank-subtracted; signal enhancement, % at 5 µM; hit rate 0.11% among 210,000;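 active = signal enhancement of 30% or more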;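 also: luminescence tracks abundance of the self-degrading MDM2-luciferase fusion protein; higher signal means inhibition of MDM2 E3 ligase activity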
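Assay system: stable mammalian line carrying autodegrading MDM2–luciferase fusion reporter; Input: 2000 cells in each well; Compound dosing: single-point 5 µM; Schedule: 2 h compound exposure at 37 °C; Signal: SteadyLite luciferase luminescence after 15 min room-temperature reagent incubation; Evaluation: % luminescence enhancement versus blank-corrected plate control mean; Benchmarks: plate controls and plate blanks.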
An asterisk follows results filed as active; [ ] = another dose, or the depositor's remark. An unsorted share of the library, and some 4.1% of all compounds hit somewhere here.

Screening O=C(O)CNC(=O)c1ccc(Sc2ccccc2)c([N+](=O)[O-])c1 returned S1P4 agonist -1.2, Ba/F3 V617F tox 4, BaF3 parental 6, PERK inh 0.3, NPY2 pot ag 0, eIF4E-4G inh 0, Wee1 stabilizer -4, S1P4 antagonist -8 and MDM2 E3 inh -3.
Screening Cc1[nH]nc2ncc(C(=O)c3cc(F)ccc3O)cc12 returned S1P4 agonist -1.8, Ba/F3 V617F tox 2, BaF3 parental 7, PERK inh -0.8, NPY2 pot ag -8, eIF4E-4G inh 3[fluorescence artefact?], Wee1 stabilizer 5, S1P4 antagonist -14 and MDM2 E3 inh -10.
`O=c1c(F)cn(C2CCCO2)c(=O)n1Cc1c(Cl)cccc1Cl` (centres undefined) gave S1P4 agonist 0.2, Ba/F3 V617F tox -4, BaF3 parental 2, PERK inh -1.4, NPY2 pot ag -7, eIF4E-4G inh -1, Wee1 stabilizer -2, S1P4 antagonist -8 and MDM2 E3 inh -6.
`COCC(C)N=CC1=C(O)CC(C)(C)CC1=O` (centres undefined) gave S1P4 agonist 0.2, Ba/F3 V617F tox 0, BaF3 parental 5, PERK inh 1.0, NPY2 pot ag 4, eIF4E-4G inh 0[fluorescence artefact?], Wee1 stabilizer -2, S1P4 antagonist -1 and MDM2 E3 inh -21.
CN(C)S(=O)(=O)Nc1ccccn1 was read as S1P4 agonist -2.1, Ba/F3 V617F tox -4, BaF3 parental -9, PERK inh 1.8, NPY2 pot ag 0, eIF4E-4G inh 55*, Wee1 stabilizer -1 and S1P4 antagonist 6.
Screening O=C(NCC(c1cccs1)N1CCOCC1)c1ccc(Cl)c(S(=O)(=O)N2CCOCC2)c1 (centres undefined) returned S1P4 agonist -2.3, Ba/F3 V617F tox 0, BaF3 parental 0, PERK inh -0.6, NPY2 pot ag -5, eIF4E-4G inh 0, Wee1 stabilizer 1, S1P4 antagonist -21 and MDM2 E3 inh -19.
Clc1ccc(OCc2nnc3n2CCCCC3)c(Cl)c1 was read as S1P4 agonist -0.4, Ba/F3 V617F tox -2, BaF3 parental 0, PERK inh 0.1, NPY2 pot ag 16, eIF4E-4G inh 0, Wee1 stabilizer 6, S1P4 antagonist -19 and MDM2 E3 inh -10.
`Cc1ccc(NCc2n[nH]c(=S)n2-c2ccccc2)cc1Cl` gave S1P4 agonist 0.0, Ba/F3 V617F tox 2, BaF3 parental 5, PERK inh 0.9, NPY2 pot ag 13, eIF4E-4G inh 0, Wee1 stabilizer 3, S1P4 antagonist 5 and MDM2 E3 inh 6.
`COc1ccc(C(=O)/C=C/c2ccccc2OC)c(OC(=O)c2ccc([N+](=O)[O-])cc2)c1` gave S1P4 agonist 0.9, Ba/F3 V617F tox -5, BaF3 parental 3, PERK inh 0.4, NPY2 pot ag -2, Wee1 stabilizer -2 and S1P4 antagonist -22.
Screening N#CCCn1nc(-c2ccc(Cl)cc2)cc1Nc1ccccc1NC(=O)C(F)(F)F returned S1P4 agonist 0.3, Ba/F3 V617F tox 1, BaF3 parental 5, PERK inh 0.2, NPY2 pot ag 18, eIF4E-4G inh -4, Wee1 stabilizer 1, S1P4 antagonist -2 and MDM2 E3 inh 9.
For C=CCn1c(SCC(=O)NCc2ccco2)nc2sc3c(c2c1=O)CCCC3 the results were S1P4 agonist 1.4, Ba/F3 V617F tox -5, BaF3 parental 2, PERK inh 0.1, NPY2 pot ag 8, eIF4E-4G inh -11, Wee1 stabilizer 0, S1P4 antagonist 5 and MDM2 E3 inh 1.
`O=C(C#Cc1cccc([N+](=O)[O-])c1)c1ccccc1` gave S1P4 agonist -0.5, Ba/F3 V617F tox -1, BaF3 parental 2, PERK inh 0.9, NPY2 pot ag 11, eIF4E-4G inh -3, Wee1 stabilizer 0, S1P4 antagonist 9 and MDM2 E3 inh 0.
For NC(CO)C12CC3CC(CC(C3)C1)C2 (centres undefined) the results were S1P4 agonist 0.0, Ba/F3 V617F tox -1, BaF3 parental 0, PERK inh -1.5, NPY2 pot ag -3, eIF4E-4G inh 3, Wee1 stabilizer -3, S1P4 antagonist -12 and MDM2 E3 inh -7.
CC1(C)NC(=O)N(CC(O)COc2ccc(N3C(=O)c4ccccc4C3=O)cc2)C1=O (centres undefined) was read as S1P4 agonist 1.4, Ba/F3 V617F tox 1, BaF3 parental 2, PERK inh 1.3, NPY2 pot ag 2, eIF4E-4G inh 2[fluorescence artefact?], Wee1 stabilizer -4, S1P4 antagonist 6 and MDM2 E3 inh -16.
Screening C=CCNC(=S)NC(=O)c1csc([N+](=O)[O-])c1 returned S1P4 agonist 0.3, Ba/F3 V617F tox -2, BaF3 parental -5, PERK inh -0.3, NPY2 pot ag 14, eIF4E-4G inh 3, Wee1 stabilizer -1, S1P4 antagonist -1 and MDM2 E3 inh -4.
`CN(C)C(=O)/C=C\c1cn(-c2ccccc2)nc1-c1ccc2c(c1)OCCO2` gave S1P4 agonist 1.1, Ba/F3 V617F tox 5, BaF3 parental 4, PERK inh 0.4, NPY2 pot ag 3, eIF4E-4G inh 1, Wee1 stabilizer 0, S1P4 antagonist -18 and MDM2 E3 inh -15.
CS(=O)(=O)c1ccc(C(=O)Nc2ccccc2Cl)cc1 was read as S1P4 agonist -0.2, Ba/F3 V617F tox 0, BaF3 parental -2, PERK inh 0.9, NPY2 pot ag -12, eIF4E-4G inh 1, Wee1 stabilizer -1, S1P4 antagonist 6 and MDM2 E3 inh -9.
For O=C(O)CCC(=O)N1N=C(c2ccccc2)CC1c1cccs1 (centres undefined) the results were S1P4 agonist -0.1, Ba/F3 V617F tox -4, BaF3 parental 4, PERK inh -0.6, NPY2 pot ag 6, eIF4E-4G inh 4, Wee1 stabilizer 3, S1P4 antagonist -4 and MDM2 E3 inh -5.
`O=S(=O)(c1ccc(-c2ccon2)s1)N1CCCC1` gave S1P4 agonist 0.8, Ba/F3 V617F tox -2, BaF3 parental 0, PERK inh 1.2, NPY2 pot ag 14, eIF4E-4G inh 1, Wee1 stabilizer -2, S1P4 antagonist 5 and MDM2 E3 inh -8.
For COc1ccc(OC)c(S(=O)(=O)n2nnc3ccccc32)c1 the results were S1P4 agonist 1.9, Ba/F3 V617F tox -3, BaF3 parental 1, PERK inh 0.2, NPY2 pot ag -10, eIF4E-4G inh 11, Wee1 stabilizer -3, S1P4 antagonist -29 and MDM2 E3 inh -17.
COc1ccc(-c2cc(-c3ccccc3)c(C#N)c(S(C)=O)n2)cc1 (centres undefined) was read as S1P4 agonist -3.9, Ba/F3 V617F tox -4, BaF3 parental -2, PERK inh 0.4, NPY2 pot ag 76*, eIF4E-4G inh 1[fluorescence artefact?], Wee1 stabilizer -2, S1P4 antagonist 54* and MDM2 E3 inh 10.
Screening Cc1ccc(COC(=O)c2nn(-c3ccccc3)nc2N)cc1 returned S1P4 agonist 0.4, Ba/F3 V617F tox 5, BaF3 parental 4, PERK inh 0.1, NPY2 pot ag -36, eIF4E-4G inh -1, Wee1 stabilizer -1, S1P4 antagonist -9 and MDM2 E3 inh -5.
Screening Cc1ccc(NC(=O)CN(C)S(=O)(=O)c2cccc3nsnc23)cc1Cl returned S1P4 agonist 3.9, Ba/F3 V617F tox 4, BaF3 parental 5, PERK inh -0.7, NPY2 pot ag -10, eIF4E-4G inh 1[fluorescence artefact?], Wee1 stabilizer -1, S1P4 antagonist 6 and MDM2 E3 inh -5.
Screening Cc1ncc([N+](=O)[O-])n1CCOC(=O)c1ccc(Cl)cc1Cl returned S1P4 agonist -0.2, Ba/F3 V617F tox -2, BaF3 parental -2, PERK inh -0.2, NPY2 pot ag -3, eIF4E-4G inh -10, Wee1 stabilizer -2, S1P4 antagonist -5 and MDM2 E3 inh -9.
Screening Cc1ccc(CNC(=O)NC23CC4CC(CC(C4)C2)C3)cc1 returned S1P4 agonist 0.9, Ba/F3 V617F tox 0, BaF3 parental -2, PERK inh 0.6, NPY2 pot ag -5, eIF4E-4G inh 4, Wee1 stabilizer -4, S1P4 antagonist -10 and MDM2 E3 inh 18.
`O=C(CCc1ccccc1)NNC(=O)c1ccc(F)cc1` gave S1P4 agonist 1.3, Ba/F3 V617F tox 1, BaF3 parental 7, PERK inh -0.6, NPY2 pot ag 7, eIF4E-4G inh 1, Wee1 stabilizer -1, S1P4 antagonist -12 and MDM2 E3 inh -7.
For CSCC(=O)Nc1cc(C)on1 the results were S1P4 agonist 1.2, Ba/F3 V617F tox -4, BaF3 parental 1, PERK inh 2.0, NPY2 pot ag 3, eIF4E-4G inh -2, Wee1 stabilizer -2, S1P4 antagonist -11 and MDM2 E3 inh -4.
CCn1cc(C(=O)Nc2cccc(NC(C)=O)c2)c2cc(OC)c(OC)cc2c1=O was read as S1P4 agonist 1.9, Ba/F3 V617F tox 1, BaF3 parental 2, PERK inh 2.5, NPY2 pot ag 18, eIF4E-4G inh -2, Wee1 stabilizer 2, S1P4 antagonist 8 and MDM2 E3 inh 0.
`O=C(CNc1n[nH]c(=O)[nH]c1=O)N/N=C/c1cccnc1` gave S1P4 agonist 0.3, Ba/F3 V617F tox 3, BaF3 parental 7, PERK inh 0.9, NPY2 pot ag -2, eIF4E-4G inh 4[fluorescence artefact?], Wee1 stabilizer -2, S1P4 antagonist -6 and MDM2 E3 inh -16.
For Cc1ccc(-n2nc(C)c3cc(C(=O)O)sc32)cc1 the results were S1P4 agonist -0.2, Ba/F3 V617F tox -6, BaF3 parental 5, PERK inh -0.2, NPY2 pot ag 2, eIF4E-4G inh -3, Wee1 stabilizer 3, S1P4 antagonist 26 and MDM2 E3 inh 0.
For Cc1ccc2[nH]c3c(=O)n(Cc4ccncc4)cnc3c2c1 the results were S1P4 agonist 0.9, Ba/F3 V617F tox -1, BaF3 parental 3, PERK inh -0.8, NPY2 pot ag -10, eIF4E-4G inh -6, Wee1 stabilizer -3 and S1P4 antagonist -5.
Nc1nnc(CCCCc2cccs2)o1 was read as S1P4 agonist -0.9, Ba/F3 V617F tox -3, BaF3 parental 0, PERK inh 0.2, NPY2 pot ag 9, eIF4E-4G inh 2, Wee1 stabilizer -4, S1P4 antagonist -5 and MDM2 E3 inh -11.
O=c1cc(O)c2ccc(O)cc2o1 was read as S1P4 agonist -0.3, Ba/F3 V617F tox -5, BaF3 parental 0, PERK inh 1.2, NPY2 pot ag -15, eIF4E-4G inh 3, Wee1 stabilizer 2, S1P4 antagonist -10 and MDM2 E3 inh -5.
Screening CC(=O)Nc1ccccc1C(=O)C(=O)Nc1ccc(C(=O)NCC2CCCO2)cc1 (centres undefined) returned S1P4 agonist 1.1, Ba/F3 V617F tox 3, BaF3 parental 1, PERK inh -0.3, NPY2 pot ag -2, eIF4E-4G inh 3, Wee1 stabilizer -3, S1P4 antagonist -28 and MDM2 E3 inh -13.
`O=C(NCCC1=CCCCC1)c1cc(-c2ccncc2)nc2ccccc12` gave S1P4 agonist -0.9, Ba/F3 V617F tox -2, BaF3 parental 7, PERK inh 0.5, NPY2 pot ag -71, eIF4E-4G inh 7, Wee1 stabilizer -1, S1P4 antagonist -7 and MDM2 E3 inh -11.
